Assay outcomes from PubChem BioAssay.
GALK inhibitor = qHTS Assay for Inhibitors of Human Galactokinase (GALK) | P51570 | Potency, µM (titrated, usually from 57.5 µM), without a hit: at the top dose activity change, negative = inhibition, actives largely listed as inhibitors | AID 1868, 2009 | 0.007% of 270,000 active | Purified GALK, Kinase-Glo residual ATP luminescence; note: potency is the fitted concentration of half-maximal effect; % is set by controls: 0 for no effect and ±100 for the full control effect
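Quantitative HTS: GALK 5 nM, ATP 35 uM, galactose 100 uM, 1 h room temperature, then luciferase-based ATP detection.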
Tb PFK block = qHTS Assay to Find Inhibitors of T. brucei phosphofructokinase; ATP-dependent 6-phosphofructokinase (Trypanosoma brucei brucei), O15648; T. brucei PFK, ADP-Glo luminescence; Potency, µM (titrated, usually from 57.5 µM), inactives show top-dose activity, negative = inhibition, most hits filed as inhibitors; 0.17% of 330,000 active;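 note: potency is the fitted concentration of half-maximal effect; 0% = uninhibited 1x PFK enzyme wells and -100% = no-enzyme wells; nearly all actives have a fitted effect of over 60% in size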
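Luminescent ADP detection (ADP-Glo, two-step: ATP depletion then ADP-to-ATP conversion for luciferase) reported PFK activity after 45 min room-temperature reaction of 1.25 nM enzyme with 0.5 mM F6P and 0.1 mM ATP at pH 8.0.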
hERG WT inh = qHTS for Inhibitors of KCHN2 3.1: Wildtype qHTS; AID 720551, 2013; U2OS, BacMam KCNH2, thallium flux FluxOr; stronger effect = lower value; activity change, % at 1.84 µM; 0.37% of 340,000 active;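 active = maximum activity change below -70%; inconclusive = maximum activity change between -70% and -50%; inactive = maximum activity change above -50%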; note: % is set by controls: 0 for no effect and ±100 for the full control effect
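U2OS cells were transduced with wild-type KCNH2 virus (2.03 x 10^8 / mL) for 4 h at room temperature, then cultured overnight at 37 C. Thallium flux was read with FluxOr dye. Rate constants were normalized to DMSO controls.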
TCR act = Activators of T cell receptors: qHTS campaign | Potency, µM (highest dose often 9.22 µM), inactives show at the highest dose activation of IL-2 secretion, most hits filed as activators | primary human leukocytes, anti-CD3, IL-2 HTRF, 48 h | 330,000 tested, under 10 active; note: % of control where 0% means no effect
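IL-2 release read by HTRF sandwich (Eu cryptate donor, d2 acceptor, 665 nm emission) after 48 hr exposure of primary human leukocytes to compound together with anti-CD3 beads in the absence of co-stimulatory signals.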
MLL CXXC-DNA inh = qHTS Fluorescence Polarization Assay for Inhibitors of MLL CXXC domain - DNA interaction | 0.037% of 290,000 active | Potency, µM (top dose mostly 115 µM), without a hit: at the highest dose activity change, negative = inhibition, hits mostly inhibitors | AID 2662, 2010 | MLL-CXXC / FITC-HOXA9 DNA fluorescence polarization | Histone-lysine N-methyltransferase 2A (Homo sapiens), Q03164; active = well fitted inhibition curve with a large enough effect in the polarisation, with a control signal flat, not every such curve was filed as active; inconclusive = small, poorly fitted or top-dose-only effect, or effect the other way, or a change in a side signal; inactive = no such curve, though single readings can be large or run the other way; the % refers to the polarisation; note: potency is the fitted concentration of half-maximal effect
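Steps: dispense CXXC domain solution (7 uM) → pin compounds or unlabeled HOX-A9 DNA control → 5 min ambient → add FLSN-HOX-A9 solution (50 nM) → spin → 30 min ambient → fluorescence polarization. Tris pH 7.5/NaCl/DTT/BSA buffer.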
Giardia kill = Small Molecules that selectively kill Giardia lamblia: qHTS. Giardia lamblia trophozoite viability. activity change, % at 7.66 µM, hits read low. 0.15% of 340,000 active. AID 540267, 2011; in the data active = activity change below about -80%; inconclusive = between about -30% and that limit;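 note: parasites exposed to compound for two days anaerobically before the ATP read; % is set by controls: 0 for no effect and ±100 for the full control effect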
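Killing of trophozoites was scored by loss of ATP luminescence after a 48 hrs anaerobic exposure to compounds at 37 deg C, using 100 cells per well.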
TSHR antag = Antagonists of the Thyroid Stimulating Hormone Receptor: HTS campaign; Thyrotropin receptor (Homo sapiens), P16473; TSHR-expressing cells, TSH-stimulated cAMP HTRF, 2 h; stronger effect = lower value; activity change, negative = inhibition, % at 11.5 µM; 0.2% of 330,000 active;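 active = activity change below a set negative limit, meaning inhibition stronger than a set level, cut at about -70% in these data; inconclusive = activity change between two set negative limits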; note: % is set by controls: 0 for no effect and ±100 for the full control effect
Target sequence (P16473 whole entry, looked up): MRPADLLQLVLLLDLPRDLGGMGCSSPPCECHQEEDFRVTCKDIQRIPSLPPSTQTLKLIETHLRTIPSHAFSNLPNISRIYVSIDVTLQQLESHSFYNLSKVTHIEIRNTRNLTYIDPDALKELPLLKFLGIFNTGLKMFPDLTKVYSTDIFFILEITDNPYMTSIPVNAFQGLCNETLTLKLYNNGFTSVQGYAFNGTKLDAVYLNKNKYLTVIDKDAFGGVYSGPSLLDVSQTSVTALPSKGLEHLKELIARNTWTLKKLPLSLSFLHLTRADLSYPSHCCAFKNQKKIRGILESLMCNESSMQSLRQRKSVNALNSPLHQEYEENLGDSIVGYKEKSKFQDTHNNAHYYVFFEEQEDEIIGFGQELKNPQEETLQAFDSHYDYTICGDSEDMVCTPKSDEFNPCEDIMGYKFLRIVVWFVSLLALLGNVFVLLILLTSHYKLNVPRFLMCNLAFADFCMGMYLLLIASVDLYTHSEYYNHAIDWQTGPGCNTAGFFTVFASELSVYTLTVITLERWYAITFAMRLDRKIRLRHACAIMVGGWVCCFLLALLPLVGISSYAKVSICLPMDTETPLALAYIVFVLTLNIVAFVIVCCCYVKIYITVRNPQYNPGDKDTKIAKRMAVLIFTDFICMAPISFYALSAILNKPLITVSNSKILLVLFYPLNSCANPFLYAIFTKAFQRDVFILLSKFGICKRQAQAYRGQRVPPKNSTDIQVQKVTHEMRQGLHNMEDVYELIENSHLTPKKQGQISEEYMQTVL
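TSHR-expressing cells, 200/well, pre-treated with compound, then stimulated with EC80 TSH (4nM final) for 2 hours at 37 deg C. cAMP measured by competitive HTRF: anti-cAMP cryptate antibody in lysis buffer plus cAMP-d2, read after 30 minutes at room temperature.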
FBPA coupling cs = qHTS Assay for Inhibitors of Fructose-1,6-bisphosphate Aldolase from Giardia Lamblia: Coupling assay counterscreen; activity change, negative = inhibition, % at 58.2 µM, hits read low; AID 2472, 2010; 0.67% of 290,000 active; coupling enzyme system counterscreen, AmpLite Red fluorescence; in the data active = activity change below about -30%; note: % is set by controls: 0 for no effect and ±100 for the full control effect
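Counterscreen of the coupled detection system alone, without aldolase: glyceraldehyde-3-phosphate coupling enzymes plus AmpLite Red readout. Compounds at 57.5 uM final, 10 min RT preincubation, 20 min RT reaction, fluorescence 525/598 nm.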
BCR signal inh = qHTS Assay to Find Inhibitors of Chronic Active B-Cell Receptor Signaling. ABC-DLBCL IkBa-CBG/CBR reporter, luminescence ratio, 4 h. Potency, µM (highest dose often 46.1 µM), without a hit: at the highest dose ratio change, negative = lower green/red ratio, actives largely listed as inhibitors. 0.05% of 340,000 active. AID 493014, 2011; active = well fitted inhibition curve with a large enough effect in the signal ratio, with a control signal flat, not every such curve was filed as active; inconclusive = small, poorly fitted or top-dose-only effect, or effect the other way, or a change in a side signal; the % refers to the signal ratio;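 note: potency is the fitted concentration of half-maximal effect; plate controls were basal doxycycline-induced cells for no effect and cells given 10 µM MG132 for full effect; MG132 reads +100%, hits lower the ratio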
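TMD8 human ABC-DLBCL cells with doxycycline-inducible IκBα–green luciferase fusion and unfused red luciferase, in 0.5% FBS medium; compounds up to 46 uM, 4 h at 37C. Green/red luminescence ratio, filter-overlap corrected, fitted to concentration-response curves.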
AT treatment = qHTS Assay for Identifying a Potential Treatment of Ataxia-Telangiectasia; […] A-T fibroblasts, KAP-1 phosphorylation AlphaLISA; neocarzinostatin DNA damage 30 min before lysis; Potency, µM (titrated, usually from 57.5 µM), for the others: top-dose activation, hits mostly activators; 0.19% of 320,000 active; AID 485349, 2010; note: potency is the fitted concentration of half-maximal effect; % of control where 0% means no effect; nearly all actives have a fitted effect of over 45% in size
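hTERT-immortalized A-T patient fibroblasts ([…]), 500 cells/well in OPTI-MEM, 1% FBS, got compounds for 60 min, then NCS for 30 min at 37C. Lysates were then assayed for phospho-KAP-1 by AlphaLISA (anti-pKAP1 donor, anti-KAP1 acceptor beads), 6 hr at 25C.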
Starred values were filed as active, the others as inactive; i = inactive; u = inconclusive; x = not tested or not shown; [ ] = another dose, or the depositor's remark. Unless noted, calls come from the whole dose curve; as a rule, active = well fitted curve in the direction sought with a large enough effect; inconclusive = small, poorly fitted or top-dose-only effect, or another doubt; inactive = no such curve, though single readings can be large; an effect the other way counts as inactive or inconclusive.

Screens in order: FBPA coupling cs	hERG WT inh	GALK inhibitor	TSHR antag	MLL CXXC-DNA inh	Tb PFK block	BCR signal inh	TCR act	Giardia kill	AT treatment
Cc1cc(C(=O)N/N=C/c2ccc(-c3ccc(C)c(Cl)c3)o2)n[nH]1
    3	-8	-2%	1	20%	0%	u	0%	-26	2%
Cc1ccc(NC(=O)c2cccc(Cl)c2)nc1
    -1	3	5%	11	1%	4%	u	-2%	-8	-3%
Nc1cccc2c(=O)c3ccccc3[nH]c12
    0	-8	-2%	-43	7%	-3%	6%	6%	10	-8%
CCCCCCNS(=O)(=O)c1nc2nc(C)cc(C)n2n1
    1	-6	5%	-5	0%	-8%	0%	1%	-5	-3%
CC(C)(C)OC(=O)C[C@@H]1C/C=C\C[C@H](CC(=O)N(CCO)Cc2ccccc2)C(=O)N[C@H](C(C)(C)C)COC1=O
    x	-10	x	15	x	-5%	-3%	0%	-5	-4%
COc1ccc(/C=N/NC(=O)CCc2n[nH]c(=O)[nH]c2=O)cc1O
    3	5	2%	-2	5%	0%	u	1%[46.1 µM]	4	-2%
CC(C)NC(=O)c1ccc(COCC(F)(F)F)cc1
    0	-8	-1%	41	2%	-5%	-1%	3%	4	3%
CC1CCCCC1NS(=O)(=O)c1ccc2c(c1)CC(=O)N2C (stereo not drawn)
    2	-5	0%	-4	0%	-2%	1%	2%	-14	7%
C=CCOc1cccc(/C=C2\C(=O)N(Cc3ccc(C)cc3)C(C)=C2C(=O)OC)c1
    -7	i	1%	-3	13%	1%	-5%	-6%	5	-4%
CCCCOC(=O)Nc1sc2c(c1C(=O)OC)CCC2
    1	6	7%	0	0%	0%	u	-1%	31[activator]	7%
Cc1csc(=O)n1CC(=O)Nc1ccc(C(C)C)cc1
    x	-21	x	x	x	-5%	-12%	-3%	1	-9%
CC(C)NC(=O)Cn1cc(S(=O)(=O)N2CCCC2)c(S(=O)(=O)N2CCCC2)c1
    -1	2	1%	7	u	-1%	9%	3%	2	-3%
C=C(C)C(=O)Nc1cccc(C2=NOC3(C2)C[C@H](C(N)=O)N(C(=O)c2ccccc2C(=O)c2ccccc2)C3)c1 (stereo partly drawn)
    0	4	-2%	9	2%	11µM*	-1%	-20%	3	26%
CN(CCc1cnn(C)c1)Cc1cn(C)nc1-c1ccc2c(c1)OCCO2
    2	-22	1%	27	5%	8%	5%	14%	14	6%
CC1(C)Cc2cccc(OCC(=O)Nc3cccnc3Cl)c2O1
    -3	-4	1%	-29	-6%	1%	u	1%	16	x
COc1ccc(/C=N/NC(=O)c2cc(-c3ccccc3)nc3ccccc23)c(OC)c1
    1	-1	x	26	u	1%	-3%	12%	5	23%
CCc1cccc(C)c1NC(=O)COC(=O)Cc1ccsc1
    2	3	2%	16	-11%	3%	4%	2%[46.1 µM]	1	x
O=C(CSc1nnnn1C1CCCCC1)NCc1cccc(C(=O)O)c1
    8	20	0%	10	0%	1%	u	-8%	3	7%
COC(=O)C1=C(C)NC(=O)CC1c1cccc(Cl)c1Cl (stereo not drawn)
    0	10	-2%	7	1%	-1%	4%	-4%[46.1 µM]	8	13%
Cc1ccc(NC(=O)c2noc3c2CCc2ccccc2-3)cc1
    0	3	-1%	-30	-5%	8%	u	1%	-7	6%
CCOC(=O)c1cnc(SC)nc1Oc1cccc(NC(=O)c2ccc(Cl)cc2)c1
    0	-4	2%	-1	10%	3%	5%	-1%	-4	-1%
COc1ccc(NC(C)=O)cc1NC(C)C(=O)Nc1cccc2ccccc12 (stereo not drawn)
    0	1	4%	4	14%	3%	-16%	-2%	16	x
COCCOC(=O)C1=C(C)NC(=O)NC1c1cc2c(cc1Br)OCO2 (stereo not drawn)
    -1	-3	2%	9	14%	-25%	-6%	-5%	10	5%
CCCCNC(=O)CSc1nc2cc(OC)c(OC)cc2c(=O)n1Cc1ccc(OC)cc1
    x	-9	1%	-12	-2%	0%	1%	-3%	-9	1%
C#CCSc1nc(Cc2ccc(Cl)cc2)nc2ccccc12
    6	0	-1%	5	1%	1%	-17%	-62%	2	6%
Nc1ccc2nc(Cc3ccccc3)[nH]c2c1
    -13	2	0%	-20	-3%	-22%	u	-5%	-17	17%
CC(C)C(=O)NNC(=O)CC(=O)Nc1ccccc1C(=O)O
    -1	x	-1%	-6	1%	1%	-17%	5%	3	2%
COc1ccc(NS(=O)(=O)c2cccc(C(=O)NCC(c3cccs3)N3CCOCC3)c2)cc1 (stereo not drawn)
    x	12	x	-19	x	1%	u	-5%	10	12%
CNC(=O)c1c(NC(=O)c2ccc(S(=O)(=O)N3CCCc4ccccc43)cc2)sc2c1CCN(C)C2
    1	2	3%	-38	u	4%	4%	-4%	-3	15%
Oc1cccc2ccc(/C=C/c3ccccc3Cl)nc12
    -5	-7	-2%	-5	-8%	-1%	u	4%	4	10%

2 compounds picked at random from the list so far:
Screens in order: FBPA coupling cs	hERG WT inh	GALK inhibitor	TSHR antag	MLL CXXC-DNA inh	Tb PFK block	BCR signal inh	TCR act	Giardia kill	AT treatment
CC(C)(C)OC(=O)C[C@@H]1C/C=C\C[C@H](CC(=O)N(CCO)Cc2ccccc2)C(=O)N[C@H](C(C)(C)C)COC1=O
    x	-10	x	15	x	-5%	-3%	0%	-5	-4%
CC1(C)Cc2cccc(OCC(=O)Nc3cccnc3Cl)c2O1
    -3	-4	1%	-29	-6%	1%	u	1%	16	x

Next part.
Screens in order: FBPA coupling cs	hERG WT inh	GALK inhibitor	TSHR antag	MLL CXXC-DNA inh	Tb PFK block	BCR signal inh	TCR act	Giardia kill	AT treatment
Cc1cc(OCC(=O)N[C@@H](CSCc2ccccc2)C(=O)O)c2c(C)c(C)c(=O)oc2c1
    7	2	x	0	2%	1%	u	0%	-26	4%
CCOC(=O)c1cc(-c2ccc(Cl)cc2)nc2onc(C)c12
    0	x	0%	-6	2%	-10%	u	x	x	5%
CN(C)C(=O)c1ccccc1-c1ccccc1
    0	-5	0%	10	-4%	-10%	u	-4%	8	-4%
Cc1ccnc(NC(=O)COC(=O)C2COc3ccccc3O2)n1 (stereo not drawn)
    -5	-15	-1%	13	3%	-3%	4%	2%	9	17%
Cc1cc(NC(=O)/C=C/c2ccccc2Cl)no1
    -1	-10	1%	-1	10%	3%	4%	6%[46.1 µM]	0	4%
COc1ccccc1NC(=O)COC(=O)c1ccccc1C(=O)N1CCN(c2ccccc2)CC1
    -1	-22	1%	1	1%	2%	-6%	-5%	-9	2%
COc1cccc(-c2ccc(=O)n(CC(=O)Nc3cc4c(cc3NC(C)=O)OCCO4)n2)c1
    3	1	3%	-11	-4%	-4%	0%	0%	3	10%
O=C(O)CCc1ccc(-c2cccs2)n1CCc1ccccc1
    7	x	0%	-11	-8%	18%	14%	14%	7	-9%
O=C(Nc1ccc(N2CCOCC2)c(Cl)c1)c1ccco1
    -1	-14	-2%	-3	2%	-4%	u	3%	-24	-4%
CCCOc1c(OC)cccc1C1CC(=O)Nc2cc3c(cc21)OCCO3 (stereo not drawn)
    0	2	-1%	7	2%	1%	u	1%	-3	-4%
O=c1[nH]c(N2CCOCC2)nc2c1CCCC2
    3	-2	-2%	3	13%	-5%	-2%	0%	-27	-3%
CC1(C)Cc2c(cnn2-c2ccccc2)-c2c1c1ccccc1n2CC(O)CBr (stereo not drawn)
    -13	-1	2%	4	-9%	-1%	13%	-6%	10	0%
O=C(Nc1nnc(C2CCCO2)s1)c1ccc(Br)cc1 (stereo not drawn)
    1	7	2%	3	12%	1%	u	x	-8	x
CCOC(=O)N1CCN(C(=O)CSc2nc3c(cnn3-c3ccc(C)cc3)c(=O)[nH]2)CC1
    5	-5	1%	-11	4%	-3%	3%	-7%	u	1%
COc1cccc(-n2nnnc2SCC(=O)NC2CCCCC2)c1
    1	-7	1%	x	-17%	1%	0%	-1%	-8	2%
CN(C)c1cccc2c1c(NC(=O)c1ccc(Cl)cc1)nn2C
    -37*	-4	-1%	-10	-15%	-4%	5%	11%	14	6%
CC(C)C(NC(=O)c1ccco1)C(=O)NC1CCCCCC1 (stereo not drawn)
    x	-2	4%	2	4%	1%	-8%	0%	-4	-1%
CC(=O)NC(=S)Nc1ccc(NC(=O)COc2ccc(Cl)cc2Cl)cc1
    0	-3	3%	17	-3%	0%	3%	4%	8	16%
